Mtb RmlCD inh – blocks M. tuberculosis RmlC and RmlD coupled enzymes; P9WH09+P9WH11; RmlC+RmlD coupled enzyme assay, percent inhibition; primary screen in compound mixtures; inhibition, % at 3.6 µM; 160,000 tested, 0.03% active; in the data active = inhibition mostly above about 34%, no sharp cut-off; inconclusive = no clear call, values can overlap the other calls; inactive = mostly below about 22%; also: some results filed as inactive read as strong as hits
Target sequence (P9WH09 whole entry, looked up): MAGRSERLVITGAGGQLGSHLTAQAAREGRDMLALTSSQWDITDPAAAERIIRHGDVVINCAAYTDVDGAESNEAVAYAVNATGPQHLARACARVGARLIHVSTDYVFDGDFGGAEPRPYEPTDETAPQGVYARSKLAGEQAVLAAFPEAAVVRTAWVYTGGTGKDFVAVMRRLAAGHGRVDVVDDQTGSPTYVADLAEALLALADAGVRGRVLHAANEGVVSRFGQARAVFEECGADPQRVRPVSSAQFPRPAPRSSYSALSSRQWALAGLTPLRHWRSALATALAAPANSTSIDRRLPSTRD
Target sequence (P9WH11 whole entry, looked up): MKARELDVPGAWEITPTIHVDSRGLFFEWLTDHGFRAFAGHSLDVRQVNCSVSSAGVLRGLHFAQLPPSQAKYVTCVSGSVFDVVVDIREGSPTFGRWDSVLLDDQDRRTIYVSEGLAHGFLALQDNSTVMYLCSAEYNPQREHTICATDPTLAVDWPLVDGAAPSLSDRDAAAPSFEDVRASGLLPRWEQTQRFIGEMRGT
GlmU inhibition – inhibition of mycobacterial GlmU enzyme – biochemical, glucosamine-1-phosphate acetyltransferase (AID 1376) | M. tuberculosis GlmU acetyltransferase enzyme assay; higher % means a stronger effect | 220,000 tested, 0.25% active | inhibition, %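 (tested at 30 µM in the primary screen)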, or IC50 in µM where a hit was titrated; in the data active = inhibition above about 13%; inconclusive = no clear call, values can overlap the other calls;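 also: 0% = complete reaction with vehicle and 100% = reaction without substrate; strong numbers were not always called active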
* marks the source's active call; other numbers are inactive results; ? = inconclusive; nt = no result given. Not all compounds are listed; the hit share may differ from the screen's.

Molecule,Mtb RmlCD inh,GlmU inhibition
COC(=O)c1ccc(-c2ccco2)n1Cc1cccc(C)c1,-6,-2.9%
O=c1cc(N2CCN(c3cccc(Cl)c3)CC2)[nH]c(=O)n1C1CCCCC1,6,0.0%
CCOC(=O)C(=O)Nc1cc(C(=O)OC)cc(C(=O)OC)c1,-9,2.2%
CCOC(=O)C1(Cc2ccccc2)CCN(Cc2ccc3c(c2)OCCO3)CC1,nt,-3.0%
Cn1c(N)c(C(=O)COC(=O)c2ccco2)c(=O)n(C)c1=O,6,9.4%
COc1cc(/C=C2/SC(=Nc3ccc(O)cc3)NC2=O)cc(OC)c1O,-13,7.0%
CCCCCc1ccc(OCCOCCn2c[n+](C)c3ccccc32)c(CCCCC)c1,-3,-10%
COCCNC(=O)c1ccccc1N(Cc1ccccc1)S(=O)(=O)c1ccc(C)cc1,-4,3.1%
Cc1ccc2cc(COC(=O)c3ccco3)c(=O)[nH]c2c1,nt,3.4%
CC(C)NC(=O)COC(=O)/C=C/c1ccco1,4,-5.3%
CCOCc1nnc(NC(=O)c2cccs2)s1,nt,-1.6%
COc1cc(OC)cc(C(=O)N[C@H](C(=O)OCC(=O)Nc2ccc(F)c(F)c2)C(C)C)c1,8,-6.8%

Further results.
Molecule,Mtb RmlCD inh,GlmU inhibition
COC(=O)c1[nH]c2ccccc2c1NC(=O)CCN1CCSCC1,nt,1.8%
O=C(Nc1cc(-c2nn(CC(=O)N3CCCCC3)c(=O)c3ccccc23)ccc1N1CCOCC1)c1ccc(Cl)cc1,-1,-0.6%
COCCn1c(=S)[nH]c2cc(C(=O)N3CCN(c4ccccc4OC)CC3)ccc2c1=O,nt,3.4%
CCC(=O)Oc1ccc(NC(=O)CSCc2ccccc2)cc1,6,-2.9%
COc1cc(/C=C/C(=O)O)cc(S(=O)(=O)N(CC(C)C)CC(C)C)c1OC,-7,1.0%
CC(/C=C1\SC(=Nc2cccnc2)NC1=O)=C\c1ccccc1,8,2.3%
O=C(CCC1CCCCC1)Nc1ccc(S(=O)(=O)Nc2nccs2)cc1,nt,4.5%
CC1(C)CC(=O)C/C(=N\NC(=O)CCc2ccc(S(=O)(=O)N3CCOCC3)cc2)C1,5,-9.4%
COC(=O)/C=C1\S/C(=N\N=C\CC(=O)OC)NC1=O,6,-4.3%
COc1ccc(CC(=O)Nc2ccc3nc(SC)sc3c2)cc1OC,-6,-2.7%
C=CCOCCN1C(=O)C2C(c3ccccc3)C=CC(c3ccccc3)C2C1=O (stereo not drawn),20,3.0%
S=c1[nH]cc(-c2ccccc2)n1-c1cccc(Cl)c1,-7,-2.0%

Next part
Molecule,Mtb RmlCD inh,GlmU inhibition
COc1ccc(CCNC(N)=S)cc1OC,nt,3.6%
CCC(=O)Nc1ccccc1Oc1ccccc1,-11,-3.6%
O=C(COC(=O)c1cnccn1)NCCc1ccc(Cl)cc1Cl,7,-4.1%
c1ccc(CSc2ccc(-c3cccnc3)nn2)cc1,9,-0.1%
CCOC(=O)Cc1nnc(NC(=O)COc2ccc(C)cc2)s1,-2,1.6%
C[C@@H](C(=O)Nc1ccc2ccccc2c1)[C@@H]1C[C@@]1(C)[C@@H](N)c1ccccc1,nt,-4.7%
Cc1nc(/N=C(\N)N(C)C)[nH]c(=O)c1C,?,-1.8%
CCc1ccc(NC(=O)C(CC)Sc2nc3cc4c(cc3c(=O)n2Cc2ccco2)OCO4)cc1 (stereo not drawn),3,-9.9%
Nc1nc(NCc2ccccc2)nc(Nc2cccc(F)c2)c1[N+](=O)[O-],-2,4.2%
CCOC(=O)N1CCN(C(=O)c2ccc3c(=O)n(Cc4ccc(Cl)cc4)c(=S)[nH]c3c2)CC1,-3,nt
CCC(=O)N1CCc2cc(S(=O)(=O)CCC(=O)NCc3cccs3)ccc21,-20,3.1%
O=[N+]([O-])c1ccc(COc2cccnc2)cc1,14,0.7%

The list goes on.
Molecule,Mtb RmlCD inh,GlmU inhibition
CCOC(=O)c1c(C)[nH]c(C)c1C(=O)CN1C(=O)NC(CC(C)C)C1=O (stereo not drawn),nt,-1.4%
Cc1ccc(C)c(OCC(O)CN2C(C)CCCC2C)c1 (stereo not drawn),8,1.6%
COc1ccc(OCC(=O)NNC(=O)CCc2ccccc2)cc1,10,-4.0%
CS(=O)(=O)N(CC(=O)NCc1ccco1)c1ccccc1Cl,-4,0.5%
Cc1nnc(SCC(=O)Nc2ncc3c(n2)CC(C)(C)CC3=O)s1,-15,6.2%
O=C(NCCCN1CCOCC1)NC12CC3CC(CC(C3)C1)C2,0,0.3%
Cn1cccc1C(=O)OCC(=O)Nc1ccc2c(c1)CCC2,-2,3.7%
CCN1C(=O)C(CC(=O)Nc2ccc(OC)cc2)N(Cc2cccnc2)C1=S (stereo not drawn),-4,2.0%
O=[N+]([O-])c1cc(-c2nc3nc4ccccc4nc3n2CCc2ccccc2)cc([N+](=O)[O-])c1,18,0.7%
COCCNC(=O)c1n[nH]c2ccccc12,6,7.8%
O=S(=O)(NCC1CCCO1)c1ccc(S(=O)(=O)N(Cc2ccc(F)cc2)Cc2ccco2)cc1 (stereo not drawn),-7,-3.4%
COc1ccc(N2CCN(/C(=N\S(=O)(=O)c3ccccc3)Nc3nc(C)cc(C)n3)CC2)cc1,-8,-1.2%

(listing goes on)
Molecule,Mtb RmlCD inh,GlmU inhibition
Cc1nn(-c2ncc(C(F)(F)F)cc2Cl)c(=O)n1-c1ccccc1Cl,10,nt
Cn1c(=O)c2c(SCc3cccc(C(F)(F)F)c3)nc(-c3ccco3)nc2n(C)c1=O,10,0.3%
CN1CCN(C(=O)c2ccc(CN3CCOCC3)cc2)CC1,nt,0.2%
CC(C)C(=O)NC(NC(=S)Nc1cccc2cccnc12)C(Cl)(Cl)Cl (stereo not drawn),nt,-5.5%
COc1ccc(Cc2nnc(Nc3ccc(C)cc3C)[nH]c2=O)cc1,16,-0.4%
OCCN1CNC(=S)NC1,-6,1.1%
COc1ccc(NC(=O)Nc2ccc(F)cc2F)cc1,6,0.0%
COc1ccccc1Oc1ccc(N/C=C2/CCCC2=O)cc1,-11,-2.4%
O=C1CC(c2ccccc2)n2nc(NC(=O)c3ccccn3)nc2N1 (stereo not drawn),nt,-2.2%
Nc1ccc2c3c(cccc13)C(=O)N(c1ccccc1)C2=O,-12,1.1%
N=c1n(-c2ccccc2)c(O)cc(=O)n1-c1ccccc1,4,4.0%
CC(=O)Nc1ccc(NC(=O)COC(=O)c2ccccn2)cc1,7,2.4%

(cont.)
Molecule,Mtb RmlCD inh,GlmU inhibition
O=C(CSc1nnc(-c2cccc(S(=O)(=O)N3CCCCC3)c2)o1)c1ccc[nH]1,-4,-3.1%
CCOc1ccccc1Nc1ncccc1C(=O)N1CCCC1,-1,1.7%
Cc1c(NC(=O)C2(c3ccccc3)CCOCC2)c(=O)n(-c2ccccc2)n1C,2,1.9%
Nc1ccccc1NC(=O)c1ccccc1N,2,-2.9%
CCOc1cc(CNc2ccc(OC)cc2)cc(Br)c1OCC(=O)NC(C)(C)C,nt,-2.2%
CCOC(=O)C1=C(O)C(=O)N(Cc2cccnc2)C1c1ccc(OC)cc1 (stereo not drawn),nt,-0.4%
O=C(/C=C/c1ccco1)Nc1scc(-c2ccccc2)c1C(=O)O,-10,10%
CSc1cccc(NC(=O)C(C)C)c1,2,8.2%
Cc1ccc(NC(=O)c2cc(C(C)(C)C)nn2Cc2ccccc2)cc1,2,-0.7%
COc1ccc(/C=C2\SC(=O)N(CC(=O)NCCC(C)C)C2=O)cc1OC,1,11%
COc1ccc(/C(C)=N\NC(=O)C(c2ccncc2)N2CCOCC2)cc1 (stereo not drawn),-6,0.0%
Cc1ccc(C)c(OCC(=O)Nc2cc(C(=O)O)cc(C(=O)O)c2)c1,nt,-2.4%

The listing continues:
Molecule,Mtb RmlCD inh,GlmU inhibition
COC(=O)c1cc2c(ccn2-c2ccc(F)cc2)n1CC(=O)OC(C)C,-1,-1.3%
Cc1nc(-c2cc(-c3nc(-c4ccc(C(F)(F)F)cc4)no3)no2)cs1,16,-2.1%
O=C(Nc1ccc2c(c1)CCC2)c1ccccc1F,9,1.7%
O=C(c1cnsn1)N1CCC(CO)(Cc2cccc(F)c2)CC1,nt,2.5%
CCc1ccc(-c2cc(C(=O)Nn3cnnc3)c3ccccc3n2)cc1,nt,0.5%
COc1ccc(N(CC(=O)N2CCc3ccccc32)S(=O)(=O)c2c(C)n[nH]c2C)cc1,-2,4.8%
CC1CN=C2C(C(=O)Nc3ccccc3)=C(O)CC(c3ccccc3)N21 (stereo not drawn),nt,0.3%
Fc1ccccc1C(c1nnnn1Cc1ccc2c(c1)OCO2)N1CCN(Cc2ccco2)CC1 (stereo not drawn),3,-5.8%
COc1ccccc1N1C(=O)C2C(C(=O)c3ccccc3)=NN(c3ccc(C)cc3)C2C1=O (stereo not drawn),nt,1.2%
Cc1nn(-c2ccccc2)c(N2CCCC2)c1/C=N/NC(=O)c1cc(-c2cccnc2)nc2ccccc12,14,-3.0%
COc1ccc(CCCC(=O)NCc2ccccc2)cc1C,-12,7.8%
COc1cc(C2=NOC(C(=O)NCc3ccccn3)C2)cc(OC)c1OC (stereo not drawn),nt,1.8%

The results go on.
Molecule,Mtb RmlCD inh,GlmU inhibition
CN1CN=C(N[N+](=O)[O-])N(Cc2ccco2)C1,?,-2.5%
CCOC(=O)c1cnc(SCCN2CCOCC2)nc1N,7,-4.3%
CN(Cc1ccccc1)C(=O)c1[nH]cnc1C(=O)N[C@@H](Cc1ccccc1)C(=O)OCc1ccccc1,nt,1.0%
Cc1cccc(NC(=O)c2ccc(S(=O)(=O)N3CCOCC3)cc2)n1,5,-3.8%
C1CSC2(N1)C1CC3CC2CC(C1)C31NCCS1 (stereo not drawn),7,-3.4%
O=C(Cn1nc2n(c1=O)-c1ccccc1SC2)N/N=C/c1cccnc1,7,2.0%
CCOC(=O)C(C)n1ncn2cccc2c1=O (stereo not drawn),nt,2.1%
Cc1ccc(C(=O)C2Oc3ccccc3C3CC(c4ccc(C)cc4)=NN23)cc1 (stereo not drawn),-4,1.6%
CCOC(=O)NC(CC(=O)O)c1ccc(OC)cc1 (stereo not drawn),10,0.8%
COc1c(Cl)cc(Cl)cc1CNCc1ccccc1,-11,8.0%
Cc1ccccc1-c1nc2ccccc2c(=O)n1/N=C/c1ccccc1[N+](=O)[O-],nt,1.0%
COCCN1C=C2C(=O)C(C)(OC(=O)CCC(=O)OC)C(=O)C=C2C=C1C1CC1 (stereo not drawn),nt,-0.6%

Going on with the list:
Molecule,Mtb RmlCD inh,GlmU inhibition
CCO[C@@H]1OC(C(=O)NCc2ccccc2)=C[C@H](C(C)(C)C)[C@H]1CCCO,nt,-5.5%
Cc1ccc(S(=O)(=O)Nc2cc(C(F)(F)F)ccc2N2CCOCC2)c(C)c1,28,5.7%
Cc1cc(S(=O)(=O)NCc2ccccc2)ccc1OCC(=O)NCC1CCCO1 (stereo not drawn),9,-0.4%
COCCSc1nc2c(c(=O)[nH]c(=O)n2C)n1Cc1cccc(C)c1,-3,4.8%
CSc1ccc(/C=N/N2CCN(Cc3ccccc3)CC2)cc1,6,6.7%
N#CC(C(=O)NC1CCCCC1)=C1CCCCCC1,5,-4.8%
Cc1cccc(NC(=O)CS(=O)(=O)c2cn(CC(=O)N3CCOCC3)c3ccccc23)c1,7,-2.2%
Cc1[nH]nc2c1C(c1ccc(Cl)cc1)C(C#N)=C(N)O2 (stereo not drawn),-5,3.2%
COc1ccc2[nH]c(=O)c(CN(CCO)S(=O)(=O)c3ccc(C)cc3)cc2c1,-1,-3.6%
CNC(=S)N(Cc1cc2cc(C)cc(C)c2[nH]c1=O)C1CCCC1,0,-4.9%
COc1ccc2[nH]c3c(=O)n(Cc4ccc(C(=O)N5CCC(C(N)=O)CC5)cc4)c(=S)[nH]c3c2c1,?,5.0%
Cc1ccc2c(c1)c(=O)c(Br)c(C)n2Cc1ccccc1,nt,1.1%

Some of the entries above, reformatted:
Each structure is followed by: Mtb RmlCD inh	GlmU inhibition
Cc1ccc(S(=O)(=O)Nc2cc(C(F)(F)F)ccc2N2CCOCC2)c(C)c1
  28	5.7%
Cc1cc(S(=O)(=O)NCc2ccccc2)ccc1OCC(=O)NCC1CCCO1 (stereo not drawn)
  9	-0.4%

(continued)
Molecule,Mtb RmlCD inh,GlmU inhibition
COc1ccc(NC(=O)c2ccc(N(C)S(C)(=O)=O)cc2)cc1OC,65,-2.9%
Cc1cnc(C(=O)OCC(=O)NC2CCCCCCC2)cn1,-5,-3.8%
O=c1c(F)cn(C2CCCO2)c(=O)n1Cc1c(Cl)cccc1Cl (stereo not drawn),11,3.2%
CC(NC(=O)C(=O)NN=C1CCCCCC1)c1ccccc1 (stereo not drawn),nt,0.3%
O=C(CSc1nnc(-c2ccccc2)o1)N1CCc2ccccc2C1,7,-2.5%
O=C(N/N=C/c1ccccn1)C12CC3CC(CC(C3)C1)C2,nt,3.9%
CC(NC(=O)c1ccc(F)cc1)c1ccc(F)cc1 (stereo not drawn),8,2.2%

An excerpt of these results, as labelled records:
O=C(CSc1nnc(-c2ccccc2)o1)N1CCc2ccccc2C1
  Mtb RmlCD inh: 7
  GlmU inhibition: -2.5%
O=c1c(F)cn(C2CCCO2)c(=O)n1Cc1c(Cl)cccc1Cl (stereo not drawn)
  Mtb RmlCD inh: 11
  GlmU inhibition: 3.2%
CC(NC(=O)c1ccc(F)cc1)c1ccc(F)cc1 (stereo not drawn)
  Mtb RmlCD inh: 8
  GlmU inhibition: 2.2%
Cc1cnc(C(=O)OCC(=O)NC2CCCCCCC2)cn1
  Mtb RmlCD inh: -5
  GlmU inhibition: -3.8%
